Pin1 inh = inhibitors of human Pin1; Q13526; Pin1 FP peptide displacement, HiFluor488, 10 min; Potency, µM (titrated, usually from 115 µM), inactives show at the top dose activity, negative = inhibition, usual class: inhibitors; hit rate 0.009% among 390,000; AID 504891; active means well fitted inhibition curve with a large enough effect in the polarisation, with a control signal flat, not every such curve was filed as active; inconclusive means small, poorly fitted or top-dose-only effect, or effect the other way, or a change in a side signal; inactive means no such curve, though single readings can be large or run the other way; the % refers to the polarisation; further: potency means the concentration at half of the fitted maximal effect; on the % scale 0 is the no-effect control and ±100 the full control effect
Target sequence (Q13526 whole entry, looked up): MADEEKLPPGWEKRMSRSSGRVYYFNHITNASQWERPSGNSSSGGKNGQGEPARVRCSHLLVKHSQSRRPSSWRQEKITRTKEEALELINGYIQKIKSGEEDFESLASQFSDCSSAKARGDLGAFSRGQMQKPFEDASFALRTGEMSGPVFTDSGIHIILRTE
HP1b binding inh = blocks HP1-beta chromodomain binding to methylated histone tails; P83916; AID 540317; AlphaScreen HP1-beta / biotin-H3K9me3 peptide binding; hit rate 0.56% among 390,000; Potency, µM (titrated, usually from 114 µM), without a hit: top-dose activity change, negative = inhibition, usual class: inhibitors; further: potency means the concentration at half of the fitted maximal effect; nearly all actives have a fitted effect of over 70% in size; inactives centre near 23
Target sequence (P83916 whole entry, looked up): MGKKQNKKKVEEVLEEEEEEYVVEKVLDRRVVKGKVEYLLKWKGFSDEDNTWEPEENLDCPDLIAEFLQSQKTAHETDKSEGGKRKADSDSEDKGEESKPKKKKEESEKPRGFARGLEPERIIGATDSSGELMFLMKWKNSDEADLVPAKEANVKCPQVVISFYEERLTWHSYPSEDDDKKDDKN
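HP1-beta protein (50 nM final) preincubated 30 min at room temperature with biotinylated H3(1-18)K9me3 peptide (50 nM) in PBS pH 7.4, 0.01% Tween-20, then compound added for 30 min. AlphaScreen streptavidin donor/nickel chelate acceptor beads (10 ug/mL final), 30 min dark, luminescence read.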
PGK inhibitor = T. brucei PGK inhibition; PGK/GAPDH coupled, Kinase-Glo luminescence, 60 min; AID 602233; P07378; hit rate 0.043% among 380,000; Potency, µM (doses to about 57.5 µM), for inactives: at the top dose activity change, negative = inhibition, usual class: inhibitors; further: potency means the concentration at half of the fitted maximal effect; on the % scale 0 is the no-effect control and ±100 the full control effect; nearly all actives have a fitted effect of over 60% in size
Target sequence (P07378 whole entry, looked up): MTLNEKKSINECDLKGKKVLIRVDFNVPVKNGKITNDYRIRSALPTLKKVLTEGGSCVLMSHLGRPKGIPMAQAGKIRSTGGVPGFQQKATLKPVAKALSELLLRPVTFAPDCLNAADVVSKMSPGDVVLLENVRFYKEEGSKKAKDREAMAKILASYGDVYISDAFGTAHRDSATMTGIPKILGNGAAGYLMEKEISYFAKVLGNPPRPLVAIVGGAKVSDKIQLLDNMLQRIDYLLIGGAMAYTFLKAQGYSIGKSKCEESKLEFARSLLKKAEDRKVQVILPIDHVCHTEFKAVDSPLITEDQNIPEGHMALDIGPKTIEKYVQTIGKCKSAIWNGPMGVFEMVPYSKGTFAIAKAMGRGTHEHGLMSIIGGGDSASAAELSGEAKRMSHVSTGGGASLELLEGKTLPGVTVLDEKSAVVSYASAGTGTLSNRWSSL
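Luminescent ATP detection (Kinase-Glo Plus) follows a 60-minute room-temperature incubation, with wells lacking PGK as controls. Buffer: 100 mM TEA (pH 7.6), 5 mM MgCl2, 0.01% Tween-20. Coupling enzyme GAPDH (100 nM final) supplies unstable 1,3-BPG in-well.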
JMJD2A Tudor inh = JMJD2A Tudor domain (human) inhibition; AID 504339; AlphaScreen JMJD2A-Tudor / H3K4me3 peptide binding; O75164; Potency, µM (series often up to 114 µM), without a hit: at the top dose activity change, negative = inhibition, hits mostly inhibitors; hit rate 4.4% among 390,000; further: potency means the concentration at half of the fitted maximal effect; on the % scale 0 is the no-effect control and ±100 the full control effect; nearly all actives have a fitted effect of over 50% in size
PI4K2A block = blocks human PI4K2A kinase activity; Q9BTU6; purified PI4K2A, ADP-Glo luminescence, 1 h; stronger effect = lower value; AID 1346378; activity change, negative = inhibition, % at 76.9 µM; hit rate 0.13% among 420,000; in the data active means activity change below about -50%; inconclusive means mostly about -30% to -49%;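 further: -100% = wells without enzyme as full effect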
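PI4K2A activity was measured by ADP-Glo luminescence: enzyme (4 ug/mL stock) and phosphatidylinositol (1.2 mM stock) in Tris pH 7.5/MgCl2/EGTA/Triton X-100 buffer were reacted with ATP (300 microM stock) for one hour at ambient temperature.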
BAZ2B block = BAZ2B (human) inhibition. Q9UIF8. AlphaScreen BAZ2B-H3K14Ac peptide displacement. Potency, µM (doses to about 114 µM), for the others: at the highest dose activity change, negative = inhibition, actives largely listed as inhibitors. hit rate 4.4% among 360,000. AID 504333; further: potency means the concentration at half of the fitted maximal effect; on the % scale 0 is the no-effect control and ±100 the full control effect; nearly all actives have a fitted effect of over 60% in size
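AlphaScreen displacement: compounds (up to 110uM) incubated 30 min at room temperature with a preformed 50 nM BAZ2B/50 nM biotinylated H3K14Ac peptide complex in PBS pH 7.4 with Tween-20. Donor and acceptor beads at 10 ug/mL final added, 20 min light-protected before reading.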
GLS inhibitor = blocks human kidney-isoform glutaminase activity. Potency, µM (series often up to 45.5 µM), for the others: at the highest dose activity change, negative = inhibition, actives largely listed as inhibitors. hit rate 0.21% among 410,000. GLS enzymatic activity, qHTS titration; further: potency means the concentration at half of the fitted maximal effect; on the % scale 0 is the no-effect control and ±100 the full control effect
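Glutamate formation by hKGA was monitored fluorometrically using coupled glutamate oxidase, HRP and Amplex Red. Substrate was added as 1 mM L-glutamine solution; incubation was 30 min at RT after an initial read.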
POLH inh = blocks human DNA polymerase eta activity; Q9Y253; recombinant Pol eta, fluorescent DNA replication assay; Potency, µM (top dose mostly 114 µM), inactives show at the top dose activity change, negative = inhibition, most hits filed as inhibitors; hit rate 1.2% among 390,000; AID 588591; further: potency means the concentration at half of the fitted maximal effect; on the % scale 0 is the no-effect control and ±100 the full control effect
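Pol eta (10 nM) was preincubated with compounds for 15 min at room temperature, after which fluorescent replication substrate (50 nM final) was added to start the reaction. Fluorescence was read kinetically at 0 and 10 min.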
G9a block = blocks human histone lysine methyltransferase G9a. hit rate 8.8% among 350,000. Potency, µM (series often up to 102 µM), inactives show at the highest dose activity, negative = inhibition, most hits filed as inhibitors. AID 504332. G9a H3K9 monomethylation, AlphaScreen, 2 h. Q96KQ7; further: potency means the concentration at half of the fitted maximal effect; on the % scale 0 is the no-effect control and ±100 the full control effect; nearly all actives have a fitted effect of over 75% in size
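Quantitative HTS format: methyltransferase activity on a biotin-tagged H3K9 peptide is measured by AlphaScreen, using a rabbit anti-monomethyl-H3K9 antibody with streptavidin donor and anti-IgG acceptor beads. Final levels are 20 nM enzyme, 500 nM peptide, 20 uM SAM; 2 h RT.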
Numbers without * were called inactive; i = inactive; u = inconclusive; x = no result given; & = joins results of further samples; [ ] = another dose, or the depositor's remark. Unless noted, the call rests on the fitted dose curve; in most records, active means well fitted curve in the direction sought with a large enough effect; inconclusive means small, poorly fitted or top-dose-only effect, or another doubt; inactive means no such curve, though single readings can be large; an effect the other way counts as inactive or inconclusive.

Structure,Pin1 inh,HP1b binding inh,PGK inhibitor,JMJD2A Tudor inh,PI4K2A block,BAZ2B block,GLS inhibitor,POLH inh,G9a block
CC(=O)c1ccc(OCC(=O)NCC(c2ccco2)N2CCCCC2)cc1 (stereo not given),11%,30%,11%,8%,5,5%,2%,-10%,2%
Cc1cccc(Cn2c(SCCN3CCOCC3)nc3c2c(=O)n(C)c(=O)n3C)c1,1%,3%,-1%,-20%,2,5%,0%,-13%,45µM*
CCOc1ccc2nc(NC(=O)CN3CCOCC3)sc2c1,5%,12%,-1%,-13%,-5,-12%,-12%,-14%,5%
CCOc1cccc2cc(C(=O)OCC(=O)Nc3c(C)cccc3CC)c(=O)oc12,-1%,20%,-6%,-8%,2,-3%,-10%,u,45µM*
COc1ccccc1NC(=O)C(C)OC(=O)C1COc2ccccc2O1 (stereo not given),-4%,30%,-2%,-11%,-1,-6%,-5%,-8%,-8%[2.33 µM]
COC(=O)N/N=C\c1c(C)nn(-c2ccccc2)c1Cl,0%,0%,-5%,-11%,-1,-2%,2%,-14%,12%[59 µM]
COCCNc1nc(N)c([N+](=O)[O-])c(NCC2CCCO2)n1 (stereo not given),1%,24%,-4%,-3%,5,3%,1%,0%,-11%
Cc1ccccc1OCC(=O)NCCNC(=O)c1cccnc1,-9%,-11%,-8%,-14%,0,-2%,4%,-6%,-4%
COc1ccc(CC(=O)Nc2c(C(=O)N3CCN(c4ccccc4)CC3)oc3ccccc23)cc1OC,43%&3%[activator],3%&-1%,i,u,-13&0,-39%[57.1 µM],12%&4%,-27%&-6%,71µM*
COc1ccc(C(O)P(=O)(OCCC(C)C)c2ccc(N(C)C)cc2)cc1OC (stereo not given),-6%,10%,i,-10%,0,-3%,3%,-19%,0%
COc1ccc(OC)c(C2CC(=O)Nc3c2c(=O)[nH]c2ncnn32)c1 (stereo not given),2%&1%,-7%&12%,6%,-4%&-21%,2&-1,-13%&-34%,-6%&1%,-5%,-33%[59 µM]
O=C(N/N=C/c1ccccc1OC(F)F)NC1CCCCC1,-6%,0%,i,-18%,2,-18%,12%,-26%,-3%

Compounds shown so far with sulfur, in the order listed:
Structure,Pin1 inh,HP1b binding inh,PGK inhibitor,JMJD2A Tudor inh,PI4K2A block,BAZ2B block,GLS inhibitor,POLH inh,G9a block
Cc1cccc(Cn2c(SCCN3CCOCC3)nc3c2c(=O)n(C)c(=O)n3C)c1,1%,3%,-1%,-20%,2,5%,0%,-13%,45µM*
CCOc1ccc2nc(NC(=O)CN3CCOCC3)sc2c1,5%,12%,-1%,-13%,-5,-12%,-12%,-14%,5%

Later entries:
Structure,Pin1 inh,HP1b binding inh,PGK inhibitor,JMJD2A Tudor inh,PI4K2A block,BAZ2B block,GLS inhibitor,POLH inh,G9a block
CCN1C(=O)[C@H]2[C@H]3CN=C(SC)N3[C@@](Cc3ccccc3)(C(=O)OC)[C@H]2C1=O,-9%,13%,-1%,-29%,-4,x,17%,-7%,x
Cc1cccc(N2CCN(C(=O)c3c(-c4ccccc4)noc3C)CC2)c1C,-4%,25%,1%,-22%,-4,-10%,-2%,-7%,x
COc1ccc(C)cc1NC(=O)/C=C/c1ccc(OC)c(S(=O)(=O)N2CCOCC2)c1,-3%,1%,-6%,u,2,-10%,-4%,-14%,u
Cc1cccc(N/C=C/C(=C(C#N)C#N)N(C)C)c1,2%,13%,-3%,-14%,8,-3%,19%,-18%,-13%[59 µM]
Cn1c(CC(=O)Nc2ccccc2)nnc1SCC(=O)NC1=NCCS1,0%,20%[57 µM],7%,u,-1,-10%,2%,-20%,-22%
N#Cc1ccc(OCc2cccc(S(=O)(=O)N3CCOCC3)c2)cc1,-10%,33%,6%,-2%,2,-4%,0%,-15%,1%
CC1=CC(=O)C=C(C)C1=NOC(=O)c1cccc([N+](=O)[O-])c1,0%,29%,0%,-17%,-2,u,41%[activator],-18%,u
CCOC(=O)c1c(C)[nH]c(C(=O)N/N=C/c2cc([N+](=O)[O-])ccc2O)c1C,-9%,-4%,-9%,79µM*,-1,45µM*,-2%,-22%,u
COc1cc2c(cc1OC)C(CNC(=O)C=Cc1ccccc1)C2 (stereo not given),x,x,i,x,-3,x,11%,4%,x
COc1ccccc1NC(=O)C(=O)N/N=C(\C)CC(=O)Nc1ccc(OCc2ccccc2)cc1,2%,25%,-2%,-19%,-1,1%,6%,-17%,-42%[59 µM]
CC1(C)C(=O)Nc2ccccc2N1C(=O)COC(=O)c1ccc([N+](=O)[O-])o1,-17%,16%,-10%,-12%,-7,x,6%,u,x
O=C(O)CSc1c[nH]c2ccccc12,u,23%,i,-10%,-4,-11%,-3%,-9%,-45%[59 µM]

Record cards (already shown).
COc1ccc(C)cc1NC(=O)/C=C/c1ccc(OC)c(S(=O)(=O)N2CCOCC2)c1 is listed with Pin1 inh: -3%; HP1b binding inh: 1%; PGK inhibitor: -6%; JMJD2A Tudor inh: u; PI4K2A block: 2; BAZ2B block: -10%; GLS inhibitor: -4%; POLH inh: -14%; G9a block: u
N#Cc1ccc(OCc2cccc(S(=O)(=O)N3CCOCC3)c2)cc1 is listed with Pin1 inh: -10%; HP1b binding inh: 33%; PGK inhibitor: 6%; JMJD2A Tudor inh: -2%; PI4K2A block: 2; BAZ2B block: -4%; GLS inhibitor: 0%; POLH inh: -15%; G9a block: 1%

Going on with the list.
Structure,Pin1 inh,HP1b binding inh,PGK inhibitor,JMJD2A Tudor inh,PI4K2A block,BAZ2B block,GLS inhibitor,POLH inh,G9a block
Cc1ccc(Cn2nnc3c(=O)[nH]c(C4CCN(S(=O)(=O)c5ccccc5)CC4)nc32)cc1,24%,17%,-8%,-23%,0,-23%,0%,-16%,8%[12.7 µM]
COc1ccccc1N1CCN(C2CCCN(Cc3cccc(O)c3)C2)CC1 (stereo not given),-2%,13%,5%,-12%,0,2%,19%,2%,7%
COC(=O)/C=C/C(=O)Nc1cccc(C(F)(F)F)c1,-5%,41%[activator],-3%,-5%,8,7%,-5%,-3%,1%[59 µM]
CCOC(=O)C1CCN(C(c2cc3ccc(C)c(C)c3[nH]c2=O)c2nnnn2C2CCCCC2)CC1 (stereo not given),u,35%,i,-20%,2,13%,-22%,-14%,-12%[59 µM]
Cc1[nH]n(-c2ccccc2)c(=O)c1N=Nc1ccc2c(c1)OCO2,7%,-4%,-9%,u,0,1.8µM*,-10%,-10%,3.2µM*
O=C(COc1cccc2ccccc12)NNC(=O)C1CCCO1 (stereo not given),6%,17%,-3%,-3%,2,3%,3%,-6%,24%[2.33 µM]
CC(C)NC(=O)CCn1c(=S)oc2ccccc21,-13%,15%,i,-25%,5,0%,-5%,-2%,6%
CC(C)OCCCNC(=O)c1cn(C)c2ccc(S(=O)(=O)N(C)C3CCCCC3)cc2c1=O,-2%&0%,51%&36%[activator],-9%,15%&-8%,-1&0,-15%,-1%&0%,-9%&-18%,3%
CC(C)C(=O)N1C2CCC1CC(O)(c1ccc(F)cc1)C2 (stereo not given),-1%,8%,i,-11%,2,11%,-8%,-12%,-8%[0.0925 µM]
COc1ccc(NC(=O)C(NC(=O)c2ccc(C)cc2)c2ccccc2)cc1 (stereo not given),3%,11%,-12%,-11%,1,-3%,-3%,-18%,x
Cc1ccc(/C=N/N2C(=S)SC(C)(C)C2N(O)C(=O)Nc2ccc([N+](=O)[O-])cc2)cc1 (stereo not given),1%,59%[activator],u,-26%,-4,-36%,29%,-12%,3%[0.0925 µM]
COc1cccc(-n2c(SCC(=O)NCc3cccs3)nc3ccccc3c2=O)c1,10%,26%,i,-3%,-1,-3%,5%,-19%,13%[59 µM]
Cc1csc(NC(=O)CSc2nnc(CCNC(=O)c3cccs3)n2C)n1,-9%,21%,-3%,-1%,4,6%,0%,7%,7%[59 µM]
O=C(O)CCS(=O)(=O)c1ccc(-c2ccccc2)cc1,-3%,36%,-6%,-13%,-7,2%,11%,-13%,3%
O=S(=O)(NCCc1nnc2ccc(SCc3c(F)cccc3Cl)nn12)c1ccccc1,1%,24%,0%,-16%,1,u,8%,-17%,-30%[59 µM]
Cc1ccc(S(=O)(=O)N(C)Cc2nc(-c3ccncc3)no2)cc1,3%,28%,4%,6%,2,-2%,4%,-12%,-42%
CCOc1ccc(CC(=N)C2=C(O)CC(C)(C)CC2=O)cc1OCC,6%,34%,6%,9%,-3,6%,-12%,-25%,13%[59 µM]
CN1C(=O)[C@H]2[C@@H](/C=C/c3ccccc3)N3C(=O)CN(Cc4ccc(-c5ccccc5)cc4)C(=O)[C@@]3(C)[C@H]2C1=O,34%[activator],20%,-5%,-23%,-27,x,-6%,-25%,x
CN(CC(=O)Nc1ccccc1Cl)C(=O)COC(=O)CNC(=O)c1ccc(Br)o1,2%,10%,-9%,-18%,-2,x,-3%,-11%,x

Screening data from PubChem BioAssay.

Not all compounds are listed; rates above refer to the full screens.
